# Source: PubChem BioAssay
# HIF activator = HIF pathway transcriptional activation. U2OS HRE-luciferase reporter, luminescence; normalized: DMSO 0%, desferrioxamine 100%. activation, % at 7.5 µM (by protocol). 300,000 compounds, 0.32% hits. AID 1910;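 active = mean activation of at least 10% of the iron chelator positive control signal, with at least half of replicates also reaching 10%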
# TRPC4 potent = allosterically enhances the mouse TRPC4 cation channel; Q9QUQ5; AID 2227; HEK293 TRPC4beta/mu-opioid, DAMGO EC20, Fluo-4 Ca2+ flux; active compounds read high; B-score at 10 µM; 310,000 compounds, 0.42% hits;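 active = B-score of calcium response area above 5 SD of library B-scores, with initial fluorescence ratio within 5 SD of library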;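 also: B-score of integrated fluorescence ratio over time as area under calcium response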
# Target sequence (Q9QUQ5 whole entry, looked up): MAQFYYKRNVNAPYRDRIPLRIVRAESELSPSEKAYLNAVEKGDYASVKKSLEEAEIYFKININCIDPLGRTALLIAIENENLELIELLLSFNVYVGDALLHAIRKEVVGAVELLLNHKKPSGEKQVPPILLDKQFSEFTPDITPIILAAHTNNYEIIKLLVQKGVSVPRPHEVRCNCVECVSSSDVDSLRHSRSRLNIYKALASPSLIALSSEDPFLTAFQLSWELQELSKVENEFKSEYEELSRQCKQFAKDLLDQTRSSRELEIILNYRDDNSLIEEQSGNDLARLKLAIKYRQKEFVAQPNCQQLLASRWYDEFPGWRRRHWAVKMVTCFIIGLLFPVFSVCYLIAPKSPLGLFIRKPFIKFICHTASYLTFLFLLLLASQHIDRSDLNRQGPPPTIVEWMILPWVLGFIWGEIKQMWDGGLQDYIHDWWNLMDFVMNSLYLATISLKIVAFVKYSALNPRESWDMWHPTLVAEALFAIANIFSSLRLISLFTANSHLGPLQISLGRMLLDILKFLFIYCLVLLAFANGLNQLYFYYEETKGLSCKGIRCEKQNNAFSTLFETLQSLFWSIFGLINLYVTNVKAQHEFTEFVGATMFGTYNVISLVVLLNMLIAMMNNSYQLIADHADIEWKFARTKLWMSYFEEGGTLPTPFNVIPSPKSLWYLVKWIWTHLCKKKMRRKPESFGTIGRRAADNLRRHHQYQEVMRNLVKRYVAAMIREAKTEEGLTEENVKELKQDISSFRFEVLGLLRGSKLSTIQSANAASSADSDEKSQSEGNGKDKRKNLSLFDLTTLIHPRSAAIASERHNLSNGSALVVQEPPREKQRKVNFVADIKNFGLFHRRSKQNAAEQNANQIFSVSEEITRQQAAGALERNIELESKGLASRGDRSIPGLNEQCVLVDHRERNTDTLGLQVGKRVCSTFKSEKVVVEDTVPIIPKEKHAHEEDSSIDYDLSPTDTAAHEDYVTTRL
# KLF5 inhibitor = suppresses KLF5 promoter-driven expression | 290,000 compounds, 0.23% hits | inhibition, % at 5 µM | AID 1700 | DLD-1 KLF5 promoter-luciferase reporter, luminescence;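 active = inhibition above a per-plate limit of that plate's mean compound inhibition plus 3 SD, cut at about 60% in these data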;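 also: 0% = DMSO wells and 100% = LY294002 at 200 µM; higher means less KLF5 promoter-driven luciferase light; inactives centre near -14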
# IEC-6 cytotox = counter-screen for KLF5 inhibitors: cytotoxicity in IEC-6 cells; inhibition, % at 5 µM; 290,000 compounds, 0.78% hits; AID 1825; IEC-6 cytotoxicity, luminescence viability; in the data active = inhibition above about 22%;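 also: 0% = plate median of test compound wells and 100% = cytotoxic reference compound wells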
# aSyn UTR inh = 5' untranslated region of α-synuclein, MLPCN primary screen; inhibition, % (tested at 7.5 µM); 300,000 compounds, 0.82% hits; alpha-synuclein 5'UTR reporter, inhibitor activity; AID 1813; in the data active = inhibition above about 60%;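 also: H4 neuroglioblastoma cells stably carrying SNCA 5'UTR luciferase fusion; 0% = DMSO wells and 100% = positive control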
# TRPC4 agonist = opens the mouse TRPC4 cation channel; Q9QUQ5; B-score at 10 µM; HEK293 TRPC4beta/mu-opioid, Fluo4 calcium fluorescence; active compounds read high; AID 2237; 310,000 compounds, 0.49% hits;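 active = B-score above 5 SD of library B-scores, and initial fluorescence ratio not above library mean plus 5 SD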;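 also: positive B-score marks a calcium rise read as TRPC4 activation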
#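 Assay system: HEK293 stable line with TRPC4beta plus mu-opioid receptor; schedule: 45 min room-temperature Fluo4 loading, 110 s read; technique: kinetic Fluo4 calcium fluorescence; evaluation: integrated baseline-normalised fluorescence ratio, converted to per-well B score; controls: buffer (low) and maximal DAMGO (high)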
# TRPC6 inhibitor = inhibitors of mouse TRPC6 channel; Q61143; HEK293-TRPC6, membrane potential dye, ACh-evoked depolarization; active compounds read low; B-score at 10 µM; 310,000 compounds, 1.1% hits;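 active = B-score under library mean minus 3 SD, initial fluorescence not abnormally high, positive integrated signal ratio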;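 also: B-score derived from integrated fluorescence ratio over the kinetic read; more negative B-score means stronger inhibition of depolarization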
# TRPC4 inh = blocks the mouse TRPC4 cation channel; Q9QUQ5; HEK293 TRPC4beta/mu-opioid, DAMGO-evoked Fluo4 calcium flux; active compounds read low; B-score at 10 µM; 300,000 compounds, 0.39% hits;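 active = B-score over 3 SD under the library average, no early fluorescence shift, positive overall ratio signal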
#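 Assay system – HEK293 line stably carrying TRPC4beta and mu-opioid receptor · Doses – single dose · Detection – Fluo4 calcium-dye fluorescence, kinetic read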
# TRPC6 act = mouse TRPC6 channel activation. Q61143. HEK293-TRPC6 membrane potential dye fluorescence; active compounds read high. B-score at 10 µM. 310,000 compounds, 0.13% hits;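 active = B-score of the integrated fluorescence ratio above library mean plus 3 SD, and starting fluorescence ratio within library mean plus 5 SD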;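 also: higher score means more depolarization so channel activation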
# MrgX1 antag = human MrgX1 receptor antagonism, primary screen; Q96LB2; MRGX1-HEK293 calcium flux, Fluo-4, BAM8-22 antagonism; active compounds read low; B-score at 10 µM; 310,000 compounds, 1.3% hits;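 active = calcium-response B-score plate-corrected more than 3 library SD below zero, starting fluorescence within 5 deviations, no agonist response on first addition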;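 also: peak minus trough fluorescence over baseline after final BAM8-22 challenge near maximal dose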
# SKKanGAS inh = inhibitors of SKKanGAS S. pyogenes growth in kanamycin (SK-promoter or general growth effect). BacTiter-Glo, 6 h. inhibition, % at 7.5 µM. 300,000 compounds, 1.3% hits. AID 1662;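 active = mean replicate score, as percent of positive control median, at least 50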;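 also: strain carries kanamycin resistance gene driven by streptokinase promoter and grows in 40 µg/ml kanamycin; loss of luminescence reflects streptokinase promoter inhibition or plain growth inhibition; 0% = median of DMSO wells and 100% = positive control at its reference dose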
# An asterisk follows results filed as active; i = inactive; . = no result given.
SMILES,HIF activator,TRPC4 potent,KLF5 inhibitor,IEC-6 cytotox,aSyn UTR inh,TRPC4 agonist,TRPC6 inhibitor,TRPC4 inh,TRPC6 act,MrgX1 antag,SKKanGAS inh
COc1ccc(NC(=O)Nc2ccc(OCC(=O)N3CCOCC3)cc2)cc1OC,0.0,i,-3.9,1.5,-0.1,i,i,i,i,i,-6.4
Cc1nc(-c2cccc(Br)c2)ccc1C(=O)O,-0.2,i,-12.3,-3.3,-2.8,i,i,i,i,i,2.2
C=CCn1c(=S)[nH]c2cc(C(=O)Nc3ccc(F)cc3)ccc2c1=O,-0.4,i,-13.7,9.3,-1.4,i,i,i,i,i,6.9
Cc1onc(-c2c(Cl)cccc2Cl)c1C(=O)Nc1ccc2c(c1)OCO2,-0.5,i,6.5,3.0,-1.1,i,i,i,i,i,-10.4
Cc1nc(N2CCOCC2)nc2c1CCCC2,1.0,i,-20.0,-1.9,-9.3,i,i,i,i,i,0.8
CC(C)(C)NC(=O)Cn1c(=O)c(=O)n(Cc2ccccc2)c2ccc(Cl)cc21,0.0,i,-33.9,-1.4,10.8,i,i,i,i,i,1.6
O=C(O)Cc1ccc(Oc2ncc(C(F)(F)F)cc2Cl)cc1,-0.2,i,-31.2,-19.4,-4.3,i,i,i,i,i,-16.9
CC(=O)n1cc([C@@H]2C=C(C(=O)N3CCN(C)CC3)O[C@H](OCc3ccc(CO)cc3)C2)c2ccccc21,-0.6,i,.,.,7.0,i,i,i,i,i,-3.6
O=C(O)c1ccc(CNC(=O)c2ccccc2NC(=O)c2cccc([N+](=O)[O-])c2)cc1,-0.3,i,-31.9,-1.0,-7.0,i,i,i,i,i,6.4
CC1(C)CC(NC(=O)c2ccc(Br)o2)CC(C)(C)N1,0.4,i,5.4,3.9,-9.6,i,i,i,i,i,-3.3

# Part of the list above in order of heavy-atom count, lowest first:
SMILES,HIF activator,TRPC4 potent,KLF5 inhibitor,IEC-6 cytotox,aSyn UTR inh,TRPC4 agonist,TRPC6 inhibitor,TRPC4 inh,TRPC6 act,MrgX1 antag,SKKanGAS inh
Cc1nc(N2CCOCC2)nc2c1CCCC2,1.0,i,-20.0,-1.9,-9.3,i,i,i,i,i,0.8
CC1(C)CC(NC(=O)c2ccc(Br)o2)CC(C)(C)N1,0.4,i,5.4,3.9,-9.6,i,i,i,i,i,-3.3
O=C(O)Cc1ccc(Oc2ncc(C(F)(F)F)cc2Cl)cc1,-0.2,i,-31.2,-19.4,-4.3,i,i,i,i,i,-16.9
C=CCn1c(=S)[nH]c2cc(C(=O)Nc3ccc(F)cc3)ccc2c1=O,-0.4,i,-13.7,9.3,-1.4,i,i,i,i,i,6.9
Cc1onc(-c2c(Cl)cccc2Cl)c1C(=O)Nc1ccc2c(c1)OCO2,-0.5,i,6.5,3.0,-1.1,i,i,i,i,i,-10.4
CC(C)(C)NC(=O)Cn1c(=O)c(=O)n(Cc2ccccc2)c2ccc(Cl)cc21,0.0,i,-33.9,-1.4,10.8,i,i,i,i,i,1.6
COc1ccc(NC(=O)Nc2ccc(OCC(=O)N3CCOCC3)cc2)cc1OC,0.0,i,-3.9,1.5,-0.1,i,i,i,i,i,-6.4
O=C(O)c1ccc(CNC(=O)c2ccccc2NC(=O)c2cccc([N+](=O)[O-])c2)cc1,-0.3,i,-31.9,-1.0,-7.0,i,i,i,i,i,6.4
CC(=O)n1cc([C@@H]2C=C(C(=O)N3CCN(C)CC3)O[C@H](OCc3ccc(CO)cc3)C2)c2ccccc21,-0.6,i,.,.,7.0,i,i,i,i,i,-3.6

# (cont.)
SMILES,HIF activator,TRPC4 potent,KLF5 inhibitor,IEC-6 cytotox,aSyn UTR inh,TRPC4 agonist,TRPC6 inhibitor,TRPC4 inh,TRPC6 act,MrgX1 antag,SKKanGAS inh
COc1cccc(-n2c(C)nnc2SCC(=O)Nc2ccccc2N2CCOCC2)c1,-0.3,i,14.7,5.7,5.3,i,i,i,i,i,-1.7
CC1(C)C2CC=C(/C=N/NC(=S)NCCc3ccccc3)C1C2 (stereo not drawn),0.2,i,-10.3,1.0,19.2,i,i,i,i,i,-23.7
CCN(CC)CCNC(=O)C(=O)NCC1OCCN1S(=O)(=O)c1ccc([N+](=O)[O-])cc1 (stereo not drawn),-0.5,i,-39.1,-2.6,31.5,i,i,i,i,i,-4.5
O=C(N/N=C/c1ccc(OC(F)F)cc1OC(F)F)c1cccc(S(=O)(=O)N2CCOCC2)c1,0.0,i,-11.0,-6.2,20.3,i,i,i,i,i,-8.1
Cc1ccc(CN2CC(C(=O)N3CCN(S(=O)(=O)c4ccc(C(C)C)cc4)CC3)CC2=O)cc1 (stereo not drawn),0.1,i,.,.,5.2,i,i,i,i,i,-7.9
CCCN(CC(=O)Nc1ccc(F)c(F)c1F)C(=O)Cn1c(=O)cnc2ccccc21,0.1,i,.,.,14.2,i,i,i,i,i,-9.2
OCCCNc1nc(-c2ccc(Cl)cc2)nnc1-c1ccc(Br)cc1,0.1,i,3.4,16.2,21.0,i,i,i,i,i,23.6
CCC1(CC)Cc2ccccc2-c2nc(NCCO)[nH]c(=O)c21,0.6,i,-45.1,0.5,8.7,i,i,i,i,i,-4.0
C/C=C/c1ccc(OCCCNCC(C)O)c(OC)c1 (stereo not drawn),0.5,i,7.0,9.7,2.6,i,i,i,i,i,0.2
CCN(CC)Cc1ccc(NC(=O)c2sc3cc(Cl)ccc3c2Cl)cc1,-0.3,i,-16.2,-0.1,104.4*,i,i,i,i,i,3.6
NC(=O)C1CCN(C(=O)c2cccc3ccccc23)CC1,0.0,i,-7.5,15.0,-3.7,i,i,i,i,i,0.2
O=C1CC(C(=O)O)S/C(=N\NC(=O)c2ccccc2)N1 (stereo not drawn),-0.1,i,-53.2,-4.4,10.5,i,i,i,i,i,2.8
Nc1ccc(C(=O)NNC(=O)C2COc3ccccc3O2)cc1[N+](=O)[O-] (stereo not drawn),1.5,i,.,.,-6.5,i,i,i,i,i,0.5
Cc1nc(S(=O)(=O)N2CCN(C3c4ccccc4-c4ccccc43)CC2)cn1C,-0.7,i,-18.4,-2.6,-0.3,i,i,i,i,i,-3.2
CC(C)N(CC#CC(O)(c1ccccc1)c1ccccc1)C(C)C,-0.7,i,-13.0,-3.9,6.9,i,-6.41*,i,i,i,-1.7
COc1cccc(-c2cc(C(=O)NCCc3ccccc3)no2)c1,0.3,i,-28.9,-2.2,-17.5,i,i,i,i,i,-0.4
Nc1nonc1-c1nc2ccccc2n1Cc1ccc(F)cc1Cl,-1.1,i,13.9,-0.3,-23.9,i,i,i,i,i,-2.4
CNNC(=O)C(=O)NNS(=O)(=O)c1ccccc1,-0.6,i,-34.9,-0.1,-7.2,i,i,i,i,i,2.5
COc1ccccc1OCC(=O)Nc1cc2c(cc1C(=O)O)OCCCO2,0.0,i,10.6,-17.7,2.5,i,i,i,i,i,-4.0
Cc1cccc(N(CC(=O)NC(C)(C)C)C(=O)CNC(=O)c2cccs2)c1,0.1,i,10.4,0.2,-3.9,i,i,i,i,i,-1.3

# aSyn UTR inh, what is marked active above
Molecule | TRPC4 potent | KLF5 inhibitor | aSyn UTR inh | TRPC4 inh | TRPC6 act | MrgX1 antag
CCN(CC)Cc1ccc(NC(=O)c2sc3cc(Cl)ccc3c2Cl)cc1 | i | -16.2 | 104.4* | i | i | i

# The listing continues.
SMILES,HIF activator,TRPC4 potent,KLF5 inhibitor,IEC-6 cytotox,aSyn UTR inh,TRPC4 agonist,TRPC6 inhibitor,TRPC4 inh,TRPC6 act,MrgX1 antag,SKKanGAS inh
COc1ccc(/C=C(\NC(=O)c2ccc(OC)cc2)C(=O)NC(CCSC)C(=O)O)cc1 (stereo not drawn),-0.3,i,-27.3,1.3,-22.0,i,i,i,i,i,0.0
CC(C)(O)C#Cc1ccccc1C(=O)NC(CC(N)=O)C(=O)O (stereo not drawn),-0.2,i,-24.7,-1.5,4.3,i,i,i,i,i,6.6
O=C(Cn1nnc(-c2ccccc2)n1)NNC(=O)c1ccco1,-0.2,i,-12.2,-5.2,15.4,i,i,i,i,i,-0.2
O=C1O/C(=C/C(=O)N2CCOCC2)c2ccccc21,-0.3,i,-7.1,0.6,16.5,i,i,i,i,i,4.7
Cc1c(Br)cc(C(=O)N2CCCCCC2)c(C)c1C,-0.8,i,-31.1,-6.7,20.6,i,i,i,i,i,0.7
CCn1c(SCC(=O)Nc2ccccc2C)nc2nc3c(cc2c1=O)COC(C)(C)C3,-0.3,i,-5.8,-4.6,14.4,i,i,i,i,i,4.8
Cc1cnc(NC(=O)C2CCCO2)s1 (stereo not drawn),0.1,i,1.8,1.4,10.0,i,i,i,i,i,1.5
CCOc1ccc(NC(=O)NC2CCCc3ccccc32)cc1 (stereo not drawn),0.9,i,-69.4,-0.2,-9.2,i,i,i,i,i,26.6
O=C(CSc1n[nH]c(-c2ccccn2)n1)Nc1ccc(Cl)cc1,-0.6,i,72.6*,43.7*,73.6*,i,i,i,i,i,-6.8
COc1ccc(C(CNC(=O)Cc2ccccc2Cl)N2CCCCC2)cc1 (stereo not drawn),0.0,i,-8.8,-3.9,-1.6,i,i,i,i,i,-2.1
O=C(O)C(F)=C1c2ccccc2-c2ccccc21,0.3,i,.,.,-22.1,i,i,i,i,i,-7.8
COc1cc(C(=O)N2CCC(O)(c3ccccc3)CC2)cc(OC)c1OC,0.3,i,-31.9,0.7,7.8,i,i,i,i,i,-18.9
CC(C)C(c1nnnn1C1CCCC1)N1CCCCC1 (stereo not drawn),-28.6,i,-41.1,0.6,2.2,i,i,i,i,i,17.1
COC(=O)C/C=C/[C@@H](C)[C@@H](/C=N/OC[C@H]1O[C@H](c2ccccc2)C=C[C@@H]1Oc1ccc(OC)cc1)OC,-0.5,i,-17.0,-5.4,6.1,i,i,i,i,i,6.1
CCOc1ccc(C(=O)Nn2cnnc2)cc1OCC,-0.3,i,-2.9,-0.1,-1.7,i,i,i,i,i,-3.5
COc1ccccc1-n1c(SCC(=O)Nc2ccccc2C)nc(O)cc1=O,0.1,i,-33.0,0.0,5.8,i,i,i,i,i,18.3
CC1CCCN(CCCOc2ccccc2-c2ccccc2)C1 (stereo not drawn),0.2,i,-12.9,1.9,-7.7,i,i,i,i,.,1.5
C/C(=N\NS(=O)(=O)c1ccc([N+](=O)[O-])cc1)c1ccc(NC(=O)c2ccco2)cc1,1.1,i,-72.3,6.3,-40.9,i,i,i,i,i,5.4
